Gli-Sufu antag: Gli-Sufu pathway antagonism; Sufu-KO-LIGHT fibroblasts, Gli luciferase reporter luminescence; inhibition, % at 5 µM; actives 0.74% (n = 340,000);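 active means inhibition above about 55%, limit read from the data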;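 further: 0% = DMSO-treated cells and 100% = wells with medium but no cells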
Jurkat NFkB inh: inhibitors of the PMA/ionomycin-induced NF-kB reporter in Jurkat cells. actives 0.53% (n = 330,000). inhibition, % at 4 µM. PMA/ionomycin-induced NF-kB luciferase reporter, luminescence
UBC13 inh: human UBC13 polyubiquitination inhibition | actives 0.47% (n = 330,000) | P61088 | inhibition, % at 20 µM | UBC13 polyubiquitin chain formation, TR-FRET; in the data active means inhibition above about 45%, passing the limit was not always enough
Target sequence (P61088 whole entry, looked up): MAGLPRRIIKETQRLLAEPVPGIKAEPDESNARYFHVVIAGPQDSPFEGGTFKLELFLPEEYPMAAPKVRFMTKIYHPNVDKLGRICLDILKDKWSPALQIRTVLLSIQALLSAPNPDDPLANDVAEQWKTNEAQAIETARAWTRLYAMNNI
SENP8 block: SENP8 protease inhibition; Q96LD8; purified SENP8, Z-RLRGG-aminoluciferin cleavage, luminescence; inhibition, % at 10 µM; actives 1.2% (n = 330,000); AID 2540
Apaf1 inhib: human Apaf-1 inhibition. O14727. actives 0.71% (n = 330,000). AID 489030. inhibition, % at 20 µM. reconstituted apoptosome caspase-3 activity, DEVD-Rh110 fluorescence; active means inhibition of at least 40% at 20 µM;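 further: plate controls were DMSO wells for no effect and DEVD-CHO caspase inhibitor wells for full effect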
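Material: cell-free apoptosome with Apaf-1, procaspase-3 and caspase-9; Buffer or medium: Hepes pH 7.5 with detergent and BSA; Reagent: cytochrome c trigger plus (Z-DEVD)2-Rh110 caspase-3 substrate; Times: compound with Apaf-1, dATP, procaspase-3 30 min, then 50 min reaction, room temperature; Technique: Rh110 fluorescence intensity.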
697 NFkB inh: lowers PMA/ionomycin-induced NF-kB signal in 697 B cells; 697 B-cell NF-kB luciferase reporter, 16 h; inhibition, % at 4 µM; actives 0.33% (n = 330,000); AID 435022; in the data active means inhibition above about 35%
CCR6 antagonist: blocks CCL20-driven beta-arrestin recruitment at human CCR6. P51684. CHO-K1 CCR6 PathHunter beta-arrestin, luminescence, CCL20-stimulated. inhibition, % at 20 µM. actives 0.49% (n = 340,000);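 active means compounds whose inhibition of the agonist-driven luminescence signal at 20 µM reaches about 50%, limit read from the data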;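 further: cells stimulated with CCL20 at 14 nM final; plate controls were DMSO with CCL20 for no effect and DMSO without agonist for full effect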
Target sequence (P51684 whole entry, looked up): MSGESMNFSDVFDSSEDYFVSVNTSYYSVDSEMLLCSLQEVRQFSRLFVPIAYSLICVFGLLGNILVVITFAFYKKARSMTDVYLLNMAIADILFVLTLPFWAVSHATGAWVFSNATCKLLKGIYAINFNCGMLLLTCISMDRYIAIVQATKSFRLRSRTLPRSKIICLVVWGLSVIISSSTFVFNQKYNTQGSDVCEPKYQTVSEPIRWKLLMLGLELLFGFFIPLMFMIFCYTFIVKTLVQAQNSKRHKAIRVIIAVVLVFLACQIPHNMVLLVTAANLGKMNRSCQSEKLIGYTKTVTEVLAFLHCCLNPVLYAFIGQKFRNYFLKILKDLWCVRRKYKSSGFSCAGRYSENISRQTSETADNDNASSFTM
EBI2 block: antagonists of human EBI2 receptor. AID 651636. P32249. EBI2 beta-arrestin recruitment, luminescence, 7a,25-OHC stimulated. inhibition, % at 5 µM. actives 0.81% (n = 360,000); in the data active means inhibition above about 38%;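 further: enzyme fragment complementation signal reports receptor beta-arrestin coupling in cells; 0% = agonist plus DMSO wells and 100% = wells without agonist; some results beyond the cut were filed as inactive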
Target sequence (P32249 whole entry, looked up, the tested form may be a part): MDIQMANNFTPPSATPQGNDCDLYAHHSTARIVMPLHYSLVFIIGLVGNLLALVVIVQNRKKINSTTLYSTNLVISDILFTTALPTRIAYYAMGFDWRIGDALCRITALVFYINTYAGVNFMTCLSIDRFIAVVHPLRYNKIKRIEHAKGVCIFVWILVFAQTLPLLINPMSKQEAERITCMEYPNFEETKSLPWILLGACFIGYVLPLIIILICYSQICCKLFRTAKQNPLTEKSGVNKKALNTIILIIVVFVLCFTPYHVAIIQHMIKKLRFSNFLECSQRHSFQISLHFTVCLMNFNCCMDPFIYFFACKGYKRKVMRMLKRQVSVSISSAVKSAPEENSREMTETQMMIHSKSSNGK
* hit, by the source's call. Unless noted, no stated cut-off is given here; in the data, active means inhibition above about 50%; inactive means the rest. This is a subset; count on the stated rates, not on these rows.

no.	Molecule	Gli-Sufu antag	Jurkat NFkB inh	UBC13 inh	SENP8 block	Apaf1 inhib	697 NFkB inh	CCR6 antagonist	EBI2 block
1	COC(=O)c1ccccc1NC(=O)c1ccc2c(c1)C(=O)N(Cc1ccco1)C2=O	-22	3	2	-5	11	27	6	4
2	O=C(O)c1ccc(N=NN2CCCCC2)cc1	-36	-12	-8	50	-2	-75	1	-6
3	COc1ccccc1NC(=O)Cc1nn(C)c(=O)c2ccccc12	47	18	2	-10	-2	-34	-2	-3
4	CNC(=S)NN(C)c1nc(C)cc(C)n1	5	12	18	-7	-1	0	4	-11
5	COc1ccc(/C=C/C(=O)OCC(=O)Nc2ccc(Cl)cn2)cc1	-18	0	-8	-5	-8	4	-9	-2
6	COCCCN(CC(=O)Nc1ccc(F)cc1)S(=O)(=O)c1cccs1	-11	3	0	-13	6	2	7	-4
7	O=C(N[C@@H](Cc1c[nH]c2ccccc12)C(=O)O)c1ccc(Cl)cc1	-1	-11	-12	-9	1	-9	19	-2
8	CNC(=O)c1cccn1-c1ccsc1C(=O)OC	-1	-1	-1	4	6	-14	-9	2
9	Cc1ccc(S(=O)(=O)NCc2ccccc2)cc1C(=O)NCc1ccccn1	-26	15	0	5	0	-5	11	-4
10	CC(=O)Nc1ccc(S(=O)(=O)Oc2cccc(/C=N/N=C3/NC(=O)C(CC(=O)O)S3)c2)cc1 (stereo unspecified)	-2	7	-15	0	-4	5	13	4
11	O=C(COc1ccccc1)NCC(=O)N/N=C/c1cc(Br)ccc1OCc1ccccc1	-15	-20	-11	-5	12	-18	17	5
12	COc1ccccc1NC(=O)N(c1c(N)n(Cc2ccccc2)c(=O)[nH]c1=O)C1CCCC1	1	7	2	-4	-9	14	-1	-11
13	COc1ccc(Nc2cc(Cl)ccc2C(=O)O)cn1	4	3	-9	5	18	-4	4	-2
14	Cc1cccc(N2CCN(CC(O)COc3ccc(Cl)cc3)CC2)c1 (stereo unspecified)	4	1	-2	1	13	10	4	24
15	O=C(CN1C(=O)NC2(CCCC2)C1=O)NCCc1ccc(Cl)cc1Cl	-4	10	-1	1	-2	7	11	-5
16	Cc1ccc(C(=O)NNC(=O)C2CCN(S(=O)(=O)c3ccc(Cl)cc3)CC2)cc1	0	2	40	-2	2	14	7	4
17	COc1ccc(NC(=O)CC2C(=O)N(Cc3ccco3)C(=S)N2C(C)C)cc1 (stereo unspecified)	-3	4	20	-3	-1	0	2	-4
18	CCOc1ccc(NC(=O)CN(C)S(=O)(=O)c2cnc[nH]2)cc1	-12	-2	-2	2	3	-17	-3	1
19	CCCCN1CC(O)=C(c2nc3ccccc3s2)C1=N	-26	-55	2	-5	18	-51	-13	-2
20	N#Cc1ccc(C(=O)Nc2cc(S(=O)(=O)Nc3ccc(Cl)cc3)ccc2N2CCCCC2)cc1	41	6	-10	-14	19	-30	13	52*
21	c1ccc2c(c1)OCC(c1nnc3n1-c1ccccc1SC3)O2 (stereo unspecified)	7	-19	4	-2	10	-21	10	23
22	CCOC(=O)C1=C(C)Nc2ncnn2C1c1c[nH]c2ccccc12 (stereo unspecified)	5	-6	-1	1	-14	-31	5	-9
23	CC(C)[C@H](CO)Nc1nc(NCc2ccc(S(N)(=O)=O)cc2)c2ncn(C(C)C)c2n1	-10	24	2	-1	0	0	-3	-17
24	Nn1c(SCCOc2ccc(Cl)cc2)nnc1-c1cccnc1	-6	-13	11	3	-44	10	-4	10

4 of the compounds above, field by field.
#16 Cc1ccc(C(=O)NNC(=O)C2CCN(S(=O)(=O)c3ccc(Cl)cc3)CC2)cc1
- Gli-Sufu antag: 0
- Jurkat NFkB inh: 2
- UBC13 inh: 40
- SENP8 block: -2
- Apaf1 inhib: 2
- 697 NFkB inh: 14
- CCR6 antagonist: 7
- EBI2 block: 4

#24 Nn1c(SCCOc2ccc(Cl)cc2)nnc1-c1cccnc1
- Gli-Sufu antag: -6
- Jurkat NFkB inh: -13
- UBC13 inh: 11
- SENP8 block: 3
- Apaf1 inhib: -44
- 697 NFkB inh: 10
- CCR6 antagonist: -4
- EBI2 block: 10

#22 CCOC(=O)C1=C(C)Nc2ncnn2C1c1c[nH]c2ccccc12 (stereo unspecified)
- Gli-Sufu antag: 5
- Jurkat NFkB inh: -6
- UBC13 inh: -1
- SENP8 block: 1
- Apaf1 inhib: -14
- 697 NFkB inh: -31
- CCR6 antagonist: 5
- EBI2 block: -9

#21 c1ccc2c(c1)OCC(c1nnc3n1-c1ccccc1SC3)O2 (stereo unspecified)
- Gli-Sufu antag: 7
- Jurkat NFkB inh: -19
- UBC13 inh: 4
- SENP8 block: -2
- Apaf1 inhib: 10
- 697 NFkB inh: -21
- CCR6 antagonist: 10
- EBI2 block: 23

Additional results
no.	Molecule	Gli-Sufu antag	Jurkat NFkB inh	UBC13 inh	SENP8 block	Apaf1 inhib	697 NFkB inh	CCR6 antagonist	EBI2 block
25	CN1/C(=C/C(=O)c2ccc(Cl)cc2)Sc2cc3c(cc21)OCO3	-37	-85	-15	4	11	-78	1	3
26	CCCc1cc(C(=O)Nc2cccc3ccccc23)n(C)n1	3	0	1	3	5	-14	9	-4
27	CCCn1c(=O)c(C(=O)Nc2cc(C)ccn2)c(O)c2ccccc21	18	-12	16	-7	10	-23	-8	-3
28	Cc1occc1-c1nnc(SCC(=O)NC(C)(C)C)n1C(C)c1ccccc1 (stereo unspecified)	9	5	0	2	-6	-6	-4	-3
29	Cc1ccc(S(=O)(=O)N2CCC(C(=O)NCCCn3ccnc3)CC2)cc1	4	17	-5	7	-19	0	6	-4
30	O=C(CN1C(=O)S/C(=C\c2ccccc2F)C1=O)NC1CCS(=O)(=O)C1 (stereo unspecified)	-9	8	-9	-6	0	-3	-1	-14
31	CCN(CC)S(=O)(=O)c1cc(-c2nn(C)c(=O)c3ccccc23)ccc1C	1	2	-4	4	21	-10	17	-1
32	Cn1ncc([N+](=O)[O-])c1C(=O)Nc1ccccc1Cl	-1	0	0	-5	0	-9	2	-20
33	COCCCn1c(Cc2ccccc2)nnc1SCC(=O)N1CCCCC1	3	-21	-14	-5	-12	-24	11	1
34	Nc1nc(N2CCN(c3ccccc3)CC2)n[nH]1	3	7	0	-3	4	-3	4	-1
35	OCC[C@@H]1C[C@H](O)[C@@H](O)[C@]2(OCc3ccccc32)O1	-2	7	-7	-6	-16	6	-2	-5
36	CC12CCC(c3c(C(=O)O)nn(-c4ccccc4)c31)C2(C)C (stereo unspecified)	-1	-11	-4	5	-16	-10	2	-21
37	C=CC[C@@H](CC(=O)N[C@H](CO)Cc1ccccc1)C(=O)N[C@@H](COC(=O)[C@@H](CC=C)Cc1ccc(F)cc1)Cc1ccccc1	-2	4	-8	-3	4	-16	10	9
38	COc1ccc(/C=C(/NC(=O)c2ccc(C)cc2)C(=O)N2CCCC2)cc1OC	-2	-31	-9	4	10	-7	-4	-9
39	CC1=C(C)CC2C(=O)N(Cc3ccccc3)C(=O)C2C1 (stereo unspecified)	7	0	-4	-8	-9	11	-9	5
40	COc1ccc(-n2c(Cc3cccn3C)nnc2SCC(=O)N2CCOCC2)cc1	12	-14	-4	-7	-1	9	14	-2
41	COc1ccc(-c2nc(-c3ccc(Br)cc3)no2)c(OC)c1	-55	-190	3	-5	-17	-139	7	25
42	O=C(COC(=O)C1CC(=O)N(Cc2ccccc2)C1)Nc1cccc([N+](=O)[O-])c1 (stereo unspecified)	-2	-20	-9	-16	11	9	-1	5
43	COc1ccc(C(=O)NCCCc2nc3ccccc3n2Cc2cc(C)ccc2C)cc1OC	8	8	14	0	18	-24	1	24
44	CSc1ncccc1C(=O)OCn1nnc2ccccc2c1=O	-2	4	4	0	6	7	1	-2
45	CS(=O)(=O)N(CC(=O)N1CCc2ccccc2C1)Cc1ccc(F)cc1	3	16	6	-2	-26	2	2	-10
46	CC1CCc2nc(NC(=O)c3ccco3)sc2C1 (stereo unspecified)	-47	-46	-8	79*	17	-264	15	-4
47	O=C(N/C(=C/C=C/c1ccccc1)C(=O)N1CCOCC1)c1ccccc1Cl	-5	-11	-4	-10	4	-4	17	2
48	O=C(Nc1ccc2c(c1)OCO2)c1ccc(Cl)c(S(=O)(=O)N2CCOCC2)c1	-5	8	-12	7	6	-27	15	-3
49	CC1(C)Cc2ccccc2C(C(=O)c2ccccc2)=N1	-6	17	5	-3	4	5	5	-1
50	COCc1n[nH]c(=S)n1-c1ccccc1	-6	-18	-4	-14	4	-8	-1	-12
51	O=C(CSc1nnc(-c2ccncc2)o1)Oc1ccccc1	-4	0	10	7	-6	-2	1	0
52	COC(=O)c1cn(NC(=O)CC2CCCCC2)c(=O)c2ccccc12	2	9	-1	-5	19	16	-7	-8
53	NC(=O)CCn1c(C(=O)c2cccc([N+](=O)[O-])c2)c2ccccc2[n+]1[O-]	-7	4	6	7	-4	25	-4	-9
54	CCSc1ncc(Cl)c(C(=O)Nc2ccccc2)n1	-14	17	13	-1	2	12	16	-6
55	CSc1ccc(CN(C)C(=O)CN2C(=O)NC3(CCCC3)C2=O)cc1	0	-18	-5	-6	-12	-49	-1	2
56	CC(C)(C)NS(=O)(=O)c1ccc(NC(=O)Cc2ccccc2[N+](=O)[O-])cc1	1	12	17	-11	10	3	27	0
57	O=C(COc1ccccc1)NCC(c1ccco1)N1CCN(c2ccccc2)CC1 (stereo unspecified)	7	3	0	11	15	1	16	-1
58	O=C1CC(c2nc3ccccc3[nH]2)CN1c1cccc(C(F)(F)F)c1 (stereo unspecified)	8	18	3	5	3	10	9	4
59	COc1ccc(NC(=O)Nc2ccc3c(c2)C(=O)N([C@H](C)CO)C[C@H](C)[C@@H](CN(C)S(=O)(=O)c2ccccc2)O3)cc1	-10	-9	15	-2	24	7	4	-4
60	COc1ccc(NC(=O)CCn2ccnc2)c(OC)c1	-6	-3	4	-1	-3	22	4	-6

An excerpt from above in order of the Jurkat NFkB inh value, falling:
no. | compound | Jurkat NFkB inh | UBC13 inh | 697 NFkB inh | CCR6 antagonist | EBI2 block
57 | O=C(COc1ccccc1)NCC(c1ccco1)N1CCN(c2ccccc2)CC1 (stereo unspecified) | 3 | 0 | 1 | 16 | -1
51 | O=C(CSc1nnc(-c2ccncc2)o1)Oc1ccccc1 | 0 | 10 | -2 | 1 | 0
60 | COc1ccc(NC(=O)CCn2ccnc2)c(OC)c1 | -3 | 4 | 22 | 4 | -6

More structures:
no.	Molecule	Gli-Sufu antag	Jurkat NFkB inh	UBC13 inh	SENP8 block	Apaf1 inhib	697 NFkB inh	CCR6 antagonist	EBI2 block
61	CCN(C(=O)c1cc2c(=O)n3cccc(C)c3nc2n1CCCOC)C1CCCCC1	18	6	17	-5	27	-25	18	0
62	C=CCN(CC=C)S(=O)(=O)c1ccc(NC(=S)NC(=O)Cc2ccc(OC)cc2)cc1	69*	9	5	6	2	4	41	29
63	Cc1ccc(NC2OC(CO)C(O)C2O)cc1[N+](=O)[O-] (stereo unspecified)	-1	7	19	-6	0	6	-4	-6
64	CCOC(=O)N1CCN(C(=O)C(=O)Nc2sc3c(c2C#N)CC(C)(C)OC3)CC1	2	-1	-8	4	1	16	9	3

Compound activity: PubChem BioAssay, Sanford-Burnham Center for Chemical Genomics
